# Screening data deposited in PubChem by several laboratories.
# KOR beta-arrestin-1: KOR antagonists, beta-arrestin recruitment, cell-based, luminescence, uHTS (AID 1778). 0.091% of 290,000 active. KOR beta-arrestin recruitment, luminescence, antagonist mode; higher % means a stronger effect. inhibition, % at 10 µM; hits with a dose series show IC50 in µM; note: strong numbers were not always called active
# NOD1 NF-kB reporter: inhibition of NOD1-driven NF-kB reporter – cell-based, luminescence, uHTS, primary screen (AID 1578). 1% of 290,000 active. NOD1-driven NF-kB luciferase reporter cells, luminescence; higher % means a stronger effect. one-dose inhibition, % at 4 µM; EC50 in µM for titrated hits; in the data active = inhibition mostly above about 36%, no sharp cut-off; inactive = mostly below about 34%;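 note: HEK-293T reporter cells stimulated with the NOD1 agonist gamma-tri-DAP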
# KOR beta-arrestin-2: KOR agonists, beta-arrestin recruitment, primary screen, cell-based, luminescence, uHTS (AID 1777) | KOR beta-arrestin recruitment, luminescence; higher % means a stronger effect | 0.02% of 280,000 active | activation, % at 10 µM, or EC50 in µM where a hit was titrated; in the data active = activation above about 50%, passing the limit was not always enough; note: a part of the inactive calls stands beside numbers as strong as those of hits
# Dynein cargo inh: blocks dynein driven cargo transport along microtubules; 3617.4 mouse cells, GR-EGFP nuclear translocation imaging; test concentration mostly 20 µM; stimulated with dexamethasone, 1 µM; hits give low values; z-score, hits read low; 0.47% of 220,000 active; AID 1381;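 active = plate z-score of nuclear minus cytoplasmic receptor signal below a set negative limit, without overly bright fluorescence or cell loss, cut at about -3.5 in these data, passing the limit was not always enough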;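 note: z-score of nuclear minus cytoplasmic ring GR-EGFP intensity difference per well; some compounds called inactive have numbers as strong as hits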
#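 Buffer or medium: tet-free, stripped-serum medium; Also added: dexamethasone, 1.0 µM final; Technique: high-content fluorescence imaging after fixation; Times: 48 h induction, 1 h compound, 30 min dex at 37 °C; Read-out: per-cell GR-EGFP intensity, nucleus versus surrounding cytoplasmic ring, well-averaged.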
# NOD2 inhibition: inhibition of NOD2-driven NF-kB reporter – cell-based, luminescence, uHTS, HEK293 (AID 1566); one-dose inhibition, % at 4 µM; EC50 in µM for titrated hits; HEK293 NOD2/NF-kB luciferase reporter, luminescence; higher % means a stronger effect; 0.63% of 290,000 active; note: many of its hits are not listed in these tables
# M1AAP inhibition: malaria alanyl aminopeptidase activity blockers – biochemical, fluorogenic H-Leu-NHMec substrate, 1536-well (AID 1445); recombinant M1AAP, H-Leu-NHMec fluorogenic kinetic assay; higher % means a stronger effect; inhibition, % at 30 µM, or IC50 in µM where a hit was titrated; 0.42% of 220,000 active;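 active = primary inhibition above the hit cutoff, then over 50% inhibition at one or more dose response concentrations, cut at about 23% in these data, passing the limit was not always enough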;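 note: plate controls were DMSO full reaction for no effect and no enzyme background for full effect; strong numbers were not always called active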
# AID2073: disruptors of CaV2.2 binding to Mint1 – biochemical, HTRF (AID 2073). HTRF protein-protein interaction, Mint1-CaV2.2; higher % means a stronger effect. 0.19% of 290,000 active. inhibition, % at 20 µM, or IC50 in µM where a hit was titrated; in the data active = inhibition mostly above about 51%, no sharp cut-off; note: some results filed as inactive read as strong as hits
# P. falciparum M17LAP: P. falciparum M17LAP inhibitors, primary screen, biochemical, fluorogenic H-Leu-NHMec substrate, 1536-well (AID 1619); recombinant M17LAP, H-Leu-NHMec fluorogenic kinetic assay; higher % means a stronger effect; one-dose inhibition, % at 30 µM; IC50 in µM for titrated hits; 0.38% of 220,000 active;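 active = compound inhibiting the enzyme by more than half at any dose during confirmatory dose-response retesting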;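 note: plate controls were full reaction with DMSO carrier for no effect and no enzyme background for full effect; strong numbers were not always called active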
# GPR55 activation: GPR55 agonists via beta-arrestin recruitment, primary screen, imaging, U2OS cells, beta-arrestin-GFP redistribution (AID 1961); U2OS GPR55 beta-arrestin-GFP redistribution imaging; higher % means a stronger effect; activation, % at 10 µM; hits with a dose series show EC50 in µM; 0.048% of 290,000 active;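 active = activation above 40% with more than 50 cells counted in the well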;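 note: U2OS osteosarcoma cells stably expressing GPR55 and beta-arrestin-GFP; plate controls were DMSO negative control for no effect and LPI positive control for full effect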
# Dynein cargo inh cytoplasmic EGFP: second read-out of Dynein cargo inh, no call of its own (marks repeat the call); z-score; measured here: cytoplasmic GR-EGFP intensity; hits give high values
# Dynein cargo inh nuclear GR-EGFP: second read-out of Dynein cargo inh, no call of its own (marks repeat the call); z-score; measured here: nuclear GR-EGFP intensity;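 lower value marks the stronger effect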
# Dynein cargo inh cell count: recorded beside Dynein cargo inh, whose call it bears; z-score; measured here: cell count per field
# Starred values were filed as active, the others as inactive; · = no result given; [ ] = dose if it differs, or a comment. Cut-off read from the data, not from the text of the source, unless noted: active = inhibition above about 50%; inactive = the rest. Not all compounds are listed; rates above refer to the full screens.
SMILES,KOR beta-arrestin-1,NOD1 NF-kB reporter,KOR beta-arrestin-2,Dynein cargo inh,Dynein cargo inh cytoplasmic EGFP,Dynein cargo inh nuclear GR-EGFP,Dynein cargo inh cell count,NOD2 inhibition,M1AAP inhibition,AID2073,P. falciparum M17LAP,GPR55 activation
COc1cc(C(=O)NNC(=O)c2ccco2)cc(OC)c1OC,-22%,-8%,-1.1%,·,·,·,·,7%,·,0%,·,-0.1%
CCOC(=O)c1ccc[n+](CC(=O)c2ccc(OC)cc2)c1,-27%,-31%,3.4%,0.21,-0.3,-0.15,0.64,-1%,6%,-1%,-7%,-0.1%
CN(C)CCCN(C(=O)CCc1ccccc1)c1nc2ccc(Cl)cc2s1,-13%,0%,-1.7%,0.47,-0.25,0.35,0.46,15%,2%,0%,9%,0.7%
O=C(O)c1ccccc1C(=O)Nc1ccc(Oc2cccc(C(F)(F)F)c2)nc1,6%,-8%,-2.7%,0.41,-0.069,0.76,-0.9,-11%,·,-7%,·,0.1%
Cc1ccsc1/C=N/NC(=O)c1nnn(-c2nonc2N)c1C,4%,-2%,-1.8%,·,·,·,·,1%,·,-7%,·,0.2%
Cc1nc(NCCCn2ccnc2)c2oc3ccccc3c2n1,24%,18%,-2.9%,-0.15,-0.19,0.15,0.44,3%,-6%,14%,-3%,1.0%
O=C(CSc1cccc2cccc(Cl)c12)NC1=NCCS1,-13%,-20%,-1.7%,0.25,-0.31,-0.19,1,-35%,-1%,0%,-4%,-0.4%
COCCCNCCOCCSc1ccc(Cl)cc1,-49%,-12%,0.3%,-0.72,-0.26,-0.42,0.065,6%,4%,-3%,2%,-0.2%
CCOC(=O)N1CCN(C(=O)c2ccc3c(c2)ncn3C2CCCC2)CC1,-11%,-21%,8.0%,0.3,-0.13,0.87,-0.31,-8%,2%,-6%,-3%,-0.2%
CCOC(=O)N1CCN(Cc2nc3cc(NC(C)=O)ccc3n2C)CC1,-1%,-12%,3.7%,·,·,·,·,-10%,·,10%,·,-0.1%
O=C(NNC(=O)c1ccccc1F)c1cccs1,14%,-29%,2.2%,·,·,·,·,-7%,·,15%,·,0.5%
CC1=CC(c2ccc(Cl)cc2)n2nc(N3C(=O)CCC3=O)nc2N1 (stereo not drawn),-61%,-19%,1.7%,0.23,-0.14,-0.021,-1.6,0%,14%,6%,-477%,0.4%
COc1cccc(CNC(=S)Nc2cc(OC)ccc2OC)c1,8%,-25%,-5.7%,-0.71,-0.3,-0.33,0.92,-12%,-5%,-13%,-2%,-0.2%
CCOC(=O)CN(C(=O)CSc1nnc2c(n1)[nH]c1ccccc12)c1ccccc1,44%,-4%,-2.1%,0.94,-0.14,0.85,-0.62,1%,2%,-5%,6%,-0.2%
CCN1CCN(CCCNC(=O)c2ccc(NC(=O)C3=CSCCO3)cc2)CC1,-25%,-25%,1.3%,·,·,·,·,17%,·,-7%,·,-0.4%
NC(=O)N/N=C/c1cn(-c2ccccc2)nc1-c1cccs1,5%,-27%,-4.3%,-1,-0.39,-0.18,1.7,-12%,5%,3%,1%,0.5%
CCOc1ccc(NC(=O)CCN2CCN(S(=O)(=O)c3ccc(Cl)cc3)CC2)cc1,38%,-12%,-5.3%,-1.2,0.11,-0.58,0.65,1%,4%,11%,9%,-0.1%
CCOC(=O)C1CCCN(C(=O)c2ccc(C)cc2O)C1 (stereo not drawn),-12%,1%,84%,-1.2,-0.11,0.059,0.72,2%,10%,-6%,-2%,-0.1%
O=C(c1cccc([N+](=O)[O-])c1)N1CCN(c2ccc(Cl)cc2)CC1,·,-12%,-1.4%,0.044,-0.13,-0.055,-0.28,-9%,4%,-13%,1%,0.1%
COc1cc(C(=O)Nc2ccccc2C2COC(=O)C2=N)cc(OC)c1OC (stereo not drawn),-12%,-28%,0.5%,0.6,-0.23,0.011,-0.062,-7%,5%,-1%,26%,-0.3%
O=C(COc1ccc(Cl)cc1)NCc1nnc(SCC(=O)Nc2ccccc2F)o1,-4%,-19%,-1.8%,-0.38,-0.25,-0.2,0.21,2%,5%,-4%,2%,0.1%
O=C(/C=C/c1ccco1)NCC1COc2ccccc2O1 (stereo not drawn),0%,·,4.2%,0.36,-0.15,0.62,0.1,·,1%,11%,20%,-0.1%
COc1ccc(NC(=O)CC2SC(=O)NC2=O)cc1 (stereo not drawn),-5%,-7%,1.0%,0.62,-0.12,0.64,-1.5,18%,4%,-12%,27%,0.4%
Cc1ccc(OCC(=O)N2CCN(c3nnc(-c4ccc(C)cc4)c4ccccc34)CC2)cc1,0%,30%,7.4%,0.065,-0.014,0.12,0.47,24%,14%,-9%,0%,0.3%
OCC1(CCc2ccccc2)CCCN(CCCC(F)(F)F)C1 (stereo not drawn),4%,-19%,-0.2%,·,·,·,·,-10%,·,-2%,·,0.3%
COC(=O)CCN(C1CCCCC1)S(=O)(=O)c1ccc(S(=O)(=O)NC2CCCCC2)cc1,-12%,-11%,·,0.86,-0.11,0.62,-0.47,-3%,3%,5%,3%,-0.1%
Cc1cccc(Cn2cc(/C=C/[N+](=O)[O-])c3ccccc32)c1,-21%,-4%,11%,-1.2,0.15,-0.69,0.031,-38%,6%,-2%,16%,0.3%
CCN=C1NN=C(c2cc(C)n(Cc3ccco3)c2C)CS1,15%,82%*,-6.3%,0.053,-0.22,-0.17,-0.65,82%*,2%,58%*,15%,0.2%
CC1=Nn2c(nnc2-c2ccccc2Cl)SC1,12%,16%,-5.3%,-0.96,-0.25,-0.14,0.77,24%,4%,8%,15%,-0.1%
CCOc1ccc(CNC(=O)CCn2c(=O)oc3ccccc32)cc1,-9%,4%,1.1%,-1.3,4.7,0.23,0.84,12%,3%,-19%,-3%,0.0%
C=CCN=c1scc(-c2ccco2)n1/N=C/c1ccc(O)c(O)c1O,16%,-5%,3.1%,-2.4,0.09,-1.2,-0.033,22%,12%,25%,3%,1.9%
CCOC(=O)c1c(NC(=O)CSc2nnc3c(n2)[nH]c2ccc(F)cc23)sc(C(C)=O)c1C,-28%,-25%,0.4%,0.12,-0.2,-0.59,0.74,-55%,3%,35%,-10%,0.5%
Cc1ccc(OCCn2c(C)nc3ccccc32)cc1,17%[20 µM],19%,0.5%,·,·,·,·,38%,·,8%,·,-0.2%
CN(C)c1ncc(S(=O)(=O)c2ccccc2)c(-c2ccccc2Cl)n1,-6%,3%,2.1%,-0.043,-0.22,-0.2,0.059,-4%,9%,17%,10%,0.0%
Cc1ccc(NC(=O)c2cc(Cl)ccc2[N+](=O)[O-])cc1C,·,-2%,-5.1%,1.5,-0.16,1.1,-1.6,11%,9%,-6%,-1%,1.4%
O=C(C1CCCO1)N1CCN(S(=O)(=O)c2ccccc2)CC1 (stereo not drawn),16%,-8%,-4.7%,-0.37,-0.24,-0.26,0.42,6%,10%,1%,-5%,-0.2%

# 4 of the compounds above, with bars between the fields:
structure | KOR beta-arrestin-1 | NOD1 NF-kB reporter | KOR beta-arrestin-2 | Dynein cargo inh | Dynein cargo inh cytoplasmic EGFP | Dynein cargo inh nuclear GR-EGFP | Dynein cargo inh cell count | NOD2 inhibition | M1AAP inhibition | AID2073 | P. falciparum M17LAP | GPR55 activation
Cc1ccc(NC(=O)c2cc(Cl)ccc2[N+](=O)[O-])cc1C | · | -2% | -5.1% | 1.5 | -0.16 | 1.1 | -1.6 | 11% | 9% | -6% | -1% | 1.4%
CCOC(=O)c1c(NC(=O)CSc2nnc3c(n2)[nH]c2ccc(F)cc23)sc(C(C)=O)c1C | -28% | -25% | 0.4% | 0.12 | -0.2 | -0.59 | 0.74 | -55% | 3% | 35% | -10% | 0.5%
CCN=C1NN=C(c2cc(C)n(Cc3ccco3)c2C)CS1 | 15% | 82%* | -6.3% | 0.053 | -0.22 | -0.17 | -0.65 | 82%* | 2% | 58%* | 15% | 0.2%
O=C(C1CCCO1)N1CCN(S(=O)(=O)c2ccccc2)CC1 (stereo not drawn) | 16% | -8% | -4.7% | -0.37 | -0.24 | -0.26 | 0.42 | 6% | 10% | 1% | -5% | -0.2%

# (next part)
SMILES,KOR beta-arrestin-1,NOD1 NF-kB reporter,KOR beta-arrestin-2,Dynein cargo inh,Dynein cargo inh cytoplasmic EGFP,Dynein cargo inh nuclear GR-EGFP,Dynein cargo inh cell count,NOD2 inhibition,M1AAP inhibition,AID2073,P. falciparum M17LAP,GPR55 activation
Cc1cc(C)c(OCC(O)CNC(C)(C)C)c(C)c1 (stereo not drawn),-38%,8%,3.2%,0.32,-0.25,0.17,-0.4,-12%,14%,-15%,0%,-0.3%
COc1cccc(CNCc2ccccn2)c1OC,5%,-3%,0.5%,-0.22,-0.065,0.12,-0.15,2%,-7%,-1%,3%,-0.4%
COc1ccccc1OCC(=O)NNc1c2ccccc2nc2ccccc12,36%,-1%,·,-0.46,-0.26,-0.34,0.88,12%,3%,-13%,-4%,-0.1%
Cc1ccc(F)cc1NC(=O)c1ccc2c(c1)OCO2,-30%,-12%,-3.2%,-1.1,-0.28,-0.35,0.98,-1%,-3%,-6%,8%,0.2%
N#Cc1c(-c2ccccc2Cl)cc(C2CC2)nc1N,10%,22%,4.8%,-1.4,-0.33,-0.6,0.85,12%,34%,4%,0%,-0.2%
CCOC(=O)C1CCN(C(=O)c2cc(C(C)(C)C)nn2Cc2ccccc2)CC1,-4%,-14%,0.5%,-0.4,-0.28,-0.44,0.22,9%,-10%,11%,-2%,0.0%
COc1ccc(-n2nc3c(c2NC(=O)c2cc(Br)ccc2Cl)CS(=O)C3)cc1 (stereo not drawn),-10%,-20%,2.8%,1.2,-0.13,0.98,-0.71,3%,4%,-1%,9%,-0.2%
CC(C)Cc1nnc(NC(=O)CCC(=O)N2CCN(c3ccccc3)CC2)s1,40%,13%,2.4%,·,·,·,·,3%,·,-6%,·,-0.1%
CCOC(=O)Cc1csc(NC(=O)COc2ccc(C)cc2)n1,2%,-6%,-3.1%,0.013,-0.32,-0.15,-0.31,-2%,2%,9%,1%,-0.2%

# Marked active in AID2073, of those listed so far:
SMILES,KOR beta-arrestin-1,NOD1 NF-kB reporter,KOR beta-arrestin-2,Dynein cargo inh,Dynein cargo inh cytoplasmic EGFP,Dynein cargo inh nuclear GR-EGFP,Dynein cargo inh cell count,NOD2 inhibition,M1AAP inhibition,AID2073,P. falciparum M17LAP,GPR55 activation
CCN=C1NN=C(c2cc(C)n(Cc3ccco3)c2C)CS1,15%,82%*,-6.3%,0.053,-0.22,-0.17,-0.65,82%*,2%,58%*,15%,0.2%
